FLuc inhib CS: Photinus pyralis luciferase inhibition counter-screen | ATPLite firefly luciferase biochemical luminescence, 10 min | 200,000 tested, 1.5% active | AID 1006 | P08659 | inhibition, % at 10 µM;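 active = inhibition above about 50% when tested at 10 µM, limit read from the data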
Target sequence (P08659 whole entry, looked up): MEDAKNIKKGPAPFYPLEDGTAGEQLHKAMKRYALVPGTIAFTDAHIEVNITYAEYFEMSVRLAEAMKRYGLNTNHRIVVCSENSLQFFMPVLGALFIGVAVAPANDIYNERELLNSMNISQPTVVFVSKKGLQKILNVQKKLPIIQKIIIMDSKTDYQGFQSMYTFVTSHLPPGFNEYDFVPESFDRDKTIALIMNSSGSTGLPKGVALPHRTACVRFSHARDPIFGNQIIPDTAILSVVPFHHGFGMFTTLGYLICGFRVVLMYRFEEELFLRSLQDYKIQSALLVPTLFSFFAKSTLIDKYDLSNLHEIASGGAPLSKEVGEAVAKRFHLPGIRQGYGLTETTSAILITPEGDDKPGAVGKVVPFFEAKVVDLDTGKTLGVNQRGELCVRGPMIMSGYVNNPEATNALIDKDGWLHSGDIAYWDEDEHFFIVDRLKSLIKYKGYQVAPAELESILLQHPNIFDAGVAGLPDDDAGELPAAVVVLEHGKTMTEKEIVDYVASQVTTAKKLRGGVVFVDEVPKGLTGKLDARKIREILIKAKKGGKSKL
ROMK mod: human ROMK K+ channel modulation, primary screen; 130,000 tested, 2% active; B-score at 10 µM; Tet-inducible ROMK, thallium flux fluorescence; actives lie on both sides; P48048;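 active = signal ratio slope over the read window, or its plate-corrected B-score, at least 3 SD from the plate mean, either direction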;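 also: B-score of the F/F0 ratio slope over 7 to 12 s after thallium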
Target sequence (P48048 whole entry, looked up): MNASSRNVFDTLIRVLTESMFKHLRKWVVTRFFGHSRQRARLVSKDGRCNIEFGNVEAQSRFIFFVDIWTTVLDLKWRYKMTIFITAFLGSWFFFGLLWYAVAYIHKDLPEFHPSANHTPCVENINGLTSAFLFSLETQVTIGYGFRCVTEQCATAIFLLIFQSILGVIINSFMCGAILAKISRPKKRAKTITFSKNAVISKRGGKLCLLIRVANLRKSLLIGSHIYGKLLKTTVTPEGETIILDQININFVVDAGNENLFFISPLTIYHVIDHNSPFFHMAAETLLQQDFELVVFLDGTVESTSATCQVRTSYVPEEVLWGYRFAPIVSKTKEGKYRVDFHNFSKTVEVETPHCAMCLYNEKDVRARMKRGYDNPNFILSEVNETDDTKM
NF-kB expr up: raises NF-kB expression in human neuronal cells; NF-kB reporter expression; active compounds read high; fold change at 12.5 µM; 190,000 tested, 1.6% active; AID 1239; in the data active = fold change above about 3.3
STAT1 act: activators of IFN-gamma induced STAT1 signaling; NIH 3T3 STAT1-luciferase reporter, luminescence; 100% = IFN-gamma alone, no compound; activation (% of control), % at 5.5 µM; 200,000 tested, 2.6% active; AID 932;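 active = activation above the screen-wide mean activation plus 3 SD, cut at about 130% in these data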;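 also: raw ratio to IFN-gamma control signal so 100% means no change and 0% no light; values of inactives mirror those of a sister screen read the other way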
STAT3 activator: activators of IL-6 induced STAT3 signaling; AID 871; U3A cells, IL-6 STAT3-luciferase reporter, luminescence; 100% = signal with IL-6 EC80 alone; activation (% of control), % at 5.6 µM; 190,000 tested, 0.91% active;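 active = activation above the screen-wide mean of compound activation plus 3 SD, cut at about 130% in these data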;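 also: 0% = background luminescence of wells with medium and substrate only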
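Detection: reporter luminescence signal / Assay system: STAT1-lacking human U3A cells, STAT3 luciferase reporter / Incubation: compound pre-incubation 1 h before IL-6, then 6 h stimulation at 37 °C / Control set: IL-6-only high control / Read-out: % activation relative to IL-6 control / Probe or stimulus: Interleukin-6, 33 ng/mL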
APP 5UTR inh: APP translation inhibition; 190,000 tested, 0.82% active; inhibition, % at 2 µM; SH-SY5Y APP 5'UTR-luciferase reporter, luminescence;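 active = inhibition above a set limit, derived from the sample mean plus 3 SD, cut at about 45% in these data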; also: values of inactives mirror those of a sister screen read the other way
APP 5'UTR act: activates APP 5'UTR luciferase reporter. 190,000 tested, 1% active. activation, % at 2 µM. SH-SY5Y APP 5'UTR luciferase reporter, luminescence; zero percent = DMSO vehicle wells;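 active = activation above a set limit, based on mean plus 3 SD of controls, cut at about 140% in these data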; also: values of inactives mirror those of a sister screen read the other way
STAT1 blocker: inhibitors of IFN-gamma induced STAT1 signaling; inhibition, % at 5.5 µM; NIH 3T3 STAT1-luciferase reporter, luminescence; 200,000 tested, 0.35% active; AID 920;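 active = inhibition above a set limit, the mean inhibition across all tested compounds plus 3 SD, cut at about 34% in these data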;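 also: 0% = IFN-gamma with DMSO and 100% = IFN-gamma with 300 µM nifuroxazide; values of inactives mirror those of a sister screen read the other way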
FLuc act counter: affects firefly luciferase, flagging false hits in luciferase stimulation screens | P08659 | ATPlite luciferase biochemical, luminescence, 10 min; 0 = ATP-free wells, 1 = DMSO control | activation factor at 10 µM | 200,000 tested, under 10 active | AID 1027;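 active = luciferase activation factor, scaled between plate controls, of at least 2 with compound at 10 µM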
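Assay system: Luciferase/luciferin detection reagent, cell-free biochemical luciferase assay / Read-out: luciferase activation / Benchmarks: No-ATP low control, compound-free enzyme-plus-ATP high control / Medium: PBS buffer for ATP / Detection: luminescence measurement of luciferase light output / Schedule: 10 min at ambient temperature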
STAT3 inh: reduces IL-6 driven STAT3 reporter signal; U3A cells, IL-6 STAT3-luciferase reporter, luminescence; host cell line lacks STAT1; inhibition, % at 5.5 µM; 190,000 tested, 0.89% active;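 active = inhibition above the mean inhibition across all screened compounds plus 3 SD, cut at about 44% in these data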;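 also: 0% = DMSO only wells and 100% = 100 µM nifuroxazide control wells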
The depositor's hits bear a star; · = not tested or not shown; & = joins results of further samples. An unsorted share of the library; 7.1% or so of the library scored in one or more.

Results follow in this order: FLuc inhib CS	ROMK mod	NF-kB expr up	STAT1 act	STAT3 activator	APP 5UTR inh	APP 5'UTR act	STAT1 blocker	FLuc act counter	STAT3 inh
CC(C)c1ccc(C(=O)NCc2ccc(Cl)cc2)cc1
    7	0.72	1.2	116	99	-40	40	-19	0.9	2
O=C(NCCN=C1NS(=O)(=O)c2ccccc21)c1ccc2nccnc2c1
    -2	·	1.1	103	99	-11	11	-3	1	4
CCOc1cccc(/C(O)=C2/C(=O)C(=O)N(Cc3ccco3)C2c2ccncc2)c1 (configuration not stated)
    -10	·	1.3	95	101	1	-1	3	1.1	8
CC1=C(C(=O)Nc2ccc(Cl)cc2)C(c2ccco2)NC(=O)N1 (configuration not stated)
    2	·	0.9	100	100	-2	2	0	1	4
O=c1oc(-c2cccs2)nc2ccccc12
    1	1.3	1.2	100	104	-2	2	0	1	-4
CCOC(=O)c1[nH]c(C)c(CCC(=O)O)c1C
    4&-1	1.6	0.97&1.2	97&100	98&98	7&-2	-7&2	3&0	1&1	3&9
COc1ccc(NC(=O)c2ccc(Br)o2)cc1
    46	0.078	2.7	122	84	-47	47	-25	0.5	16
CCOc1ccc(OCC)c(NC(=O)C2CCN(S(=O)(=O)c3cccnc3)CC2)c1
    -4	-0.98	0.98	108	104	-8	8	-9	1	-8
O=C(CSc1nc2ccccc2c(=O)n1CCCO)NCc1ccccc1
    -4	·	0.79	97	100	-13	13	4	1	7
CN(CC(=O)Nc1cc([N+](=O)[O-])ccc1Cl)Cc1ccc(Br)cc1
    0	·	0.89	107	101	-8	8	-8	1	2
CCOC(=O)c1[nH]c2ccc(Br)cc2c1NC(=O)CCN1CCCCC1
    -9	·	0.81	89	130	0	1	12	1.1	-30
COC(=O)c1ccc(NC(=S)NNC(=O)CC(C)C)cc1
    8	·	1.3	103	100	10	-10	-4	0.9	-5
N#CCSc1ncnc2ccccc12
    -9	0.018	2.4	70	112	-17	17	32	1.1	-15
N#CC(C(=O)NCCc1ccccc1)c1nc2ccccc2nc1N1CCOCC1 (configuration not stated)
    -6	·	0.62	106	89	-3	3	-6	1.1	16
CNC(=O)c1cc2ncc(C(F)(F)F)cc2s1
    -7	0.44	1.8	117	94	-10	10	-18	1.1	10
CNc1nc2ccccc2n1N
    -2	0.0074	1.3	101	102	-5	5	-2	1	2
Oc1cccnc1CCc1ccccc1
    -4	0.66	1.2	112	93	-34	34	-15	1	11
Cc1cccc(C)c1N1CCN(C(=O)N2CCCCC2)CC1
    -7	0.048	1.1	92	103	1	-1	9	1.1	-2
Cc1cc([N+](=O)[O-])nn1CC(=O)NCc1ccco1
    -5	0.27	1.4	100	105	0	0	0	1.1	-9
COc1ccc(C(C)=O)cc1CSC(=N)N
    -5	-0.93	1.4	110	107	4	-4	-10	1.1	-7

17 compounds from above, ordered by length of the SMILES, low to high:
Results follow in this order: FLuc inhib CS	ROMK mod	NF-kB expr up	STAT1 act	STAT3 activator	APP 5UTR inh	APP 5'UTR act	STAT1 blocker	FLuc act counter	STAT3 inh
CNc1nc2ccccc2n1N
    -2	0.0074	1.3	101	102	-5	5	-2	1	2
N#CCSc1ncnc2ccccc12
    -9	0.018	2.4	70	112	-17	17	32	1.1	-15
COc1ccc(C(C)=O)cc1CSC(=N)N
    -5	-0.93	1.4	110	107	4	-4	-10	1.1	-7
COc1ccc(NC(=O)c2ccc(Br)o2)cc1
    46	0.078	2.7	122	84	-47	47	-25	0.5	16
CNC(=O)c1cc2ncc(C(F)(F)F)cc2s1
    -7	0.44	1.8	117	94	-10	10	-18	1.1	10
CCOC(=O)c1[nH]c(C)c(CCC(=O)O)c1C
    4&-1	1.6	0.97&1.2	97&100	98&98	7&-2	-7&2	3&0	1&1	3&9
CC(C)c1ccc(C(=O)NCc2ccc(Cl)cc2)cc1
    7	0.72	1.2	116	99	-40	40	-19	0.9	2
Cc1cccc(C)c1N1CCN(C(=O)N2CCCCC2)CC1
    -7	0.048	1.1	92	103	1	-1	9	1.1	-2
COC(=O)c1ccc(NC(=S)NNC(=O)CC(C)C)cc1
    8	·	1.3	103	100	10	-10	-4	0.9	-5
Cc1cc([N+](=O)[O-])nn1CC(=O)NCc1ccco1
    -5	0.27	1.4	100	105	0	0	0	1.1	-9
O=C(CSc1nc2ccccc2c(=O)n1CCCO)NCc1ccccc1
    -4	·	0.79	97	100	-13	13	4	1	7
CC1=C(C(=O)Nc2ccc(Cl)cc2)C(c2ccco2)NC(=O)N1 (configuration not stated)
    2	·	0.9	100	100	-2	2	0	1	4
N#CC(C(=O)NCCc1ccccc1)c1nc2ccccc2nc1N1CCOCC1 (configuration not stated)
    -6	·	0.62	106	89	-3	3	-6	1.1	16
O=C(NCCN=C1NS(=O)(=O)c2ccccc21)c1ccc2nccnc2c1
    -2	·	1.1	103	99	-11	11	-3	1	4
CN(CC(=O)Nc1cc([N+](=O)[O-])ccc1Cl)Cc1ccc(Br)cc1
    0	·	0.89	107	101	-8	8	-8	1	2
CCOc1ccc(OCC)c(NC(=O)C2CCN(S(=O)(=O)c3cccnc3)CC2)c1
    -4	-0.98	0.98	108	104	-8	8	-9	1	-8
CCOc1cccc(/C(O)=C2/C(=O)C(=O)N(Cc3ccco3)C2c2ccncc2)c1 (configuration not stated)
    -10	·	1.3	95	101	1	-1	3	1.1	8

Remaining list, next part:
Results follow in this order: FLuc inhib CS	ROMK mod	NF-kB expr up	STAT1 act	STAT3 activator	APP 5UTR inh	APP 5'UTR act	STAT1 blocker	FLuc act counter	STAT3 inh
COCCCn1c(-c2ccc(S(=O)(=O)N3CCOCC3)cc2)csc1=Nc1ccccc1
    -3	0.58	1.2	97	81	-1	1	4	1	28
CCOC(=O)C1C(=O)OC(C)(C)C1C(C)C(=O)c1ccc(C)cc1 (configuration not stated)
    -7	-0.17	1.2	102	101	12	-12	-2	1.1	3
Cn1cnc2cc(NC(=O)c3ccco3)ccc21
    46	1.1	1.8	124	101	-93	·	-28	0.5	2
CCOC(=O)c1cnc(-n2cc(C)cn2)nc1NCc1ccc2c(c1)OCO2
    -5	-0.0057	1.1	101	92	-2	2	-1	1	14
Cc1nn(-c2nc3ccccc3s2)c(N)c1-c1ccc(Cl)cc1
    13	·	1.8	126	105	8	-8	-28	0.9	-3
CNS(=O)(=O)c1cccc(C(=O)OCC(=O)C23CC4CC(CC(C4)C2)C3)c1
    1	0.097	1	108	107	-21	21	-5	1	-7
O=C(c1ccc(S(=O)(=O)N2CCCC2)cc1)N1CCN(Cc2ccc3c(c2)OCO3)CC1
    -6	·	0.79	97	95	-5	5	4	1.1	7
CCN(CC)c1ccc(-n2cc3c(=O)n(C)c(=O)n(C)c3c2)cc1
    4	·	1.1	97	98	-7	7	4	1	8
CCNC(=S)N/N=C/c1cn(Cc2ccc(F)cc2)c2ccccc12
    -6	·	1.2	99	106	9	-9	1	1.1	-8
Cc1cc(C)n2nc(SCC(=O)c3cccs3)nc2n1
    -2	1	1	96	96	8	-8	2	1	6
CC(Sc1nnnn1C)C(=O)NC1CCCc2ccccc21 (configuration not stated)
    1	-0.074	0.98	97	102	-24	23	2	1	2
COc1ccc(C(=O)/C=C/Nc2ccc([N+](=O)[O-])cc2C)cc1OC
    27	·	1.3	103	83	-2	2	-3	0.7	23
CS(=O)(=O)N(Cc1ccc(C(=O)NC2CCCC2)cc1)c1ccccc1
    4	0.052	1.2	93	99	6	-6	6	1	6
COc1ccc(NC(=O)c2ccccc2NC(=O)CSc2ccc(Cl)cc2)cc1
    1	·	0.84	100	116	0	0	0	1	-14
Cc1cc(F)ccc1NCc1ccccc1[N+](=O)[O-]
    2	-0.62	0.94	101	95	-14	14	0	1	6
C#CCOCCOCCOCCNc1nc(N2CCN(C(=O)C([C@@H](C)CC)n3cc(C(N)CC(C)C)nn3)CC2)nc(N2CCN(C(=O)[C@H](CCC(=O)O)n3cc(C(N)CC(C)C)nn3)CC2)n1 (some centres not stated)
    -4	·	1.1	106	·	-12	12	-5	1	·
Fc1ccc(NC(=S)N2CCCC2)cc1Cl
    -7	-2	0.91	101	105	-8	8	-1	1.1	-2
Cc1cc(C(=O)CN2C(=O)c3ccccc3S2(=O)=O)c(C)n1-c1ccccc1
    63*	·	0.62	104	51	35	-35	-4	0.4	59*
Cn1cccc1CC(=O)N/N=C\c1cccs1
    1	1.3	1.4	101	102	-12	12	-1	1	5
COC(=O)c1cn(-c2ccccc2)c(=O)c2ccccc12
    -2	-0.053	1.2	91	98	10	-10	7	1	4

Results follow in this order: FLuc inhib CS	ROMK mod	NF-kB expr up	STAT1 act	STAT3 activator	APP 5UTR inh	APP 5'UTR act	STAT1 blocker	FLuc act counter	STAT3 inh
CC(NC(=O)/C(=C/c1ccc(OC(F)F)cc1)c1ccccc1)c1ccccc1 (configuration not stated)
    -4	·	0.72	96	108	1	-1	4	1	-10
CCc1nnc(NS(=O)(=O)c2ccc(N=Cc3c(C)[nH]n(-c4ccc(C)c(C)c4)c3=O)cc2)s1
    66*	·	1.2	111	101	6	-7	-12	0.3	2
CSc1cccc(NC(=O)CSc2nnc(C)s2)c1
    -5	·	1.4	104	99	-4	4	-4	1	6
CNC(=S)NC1CC2CCC(C1)N2Cc1ccccc1 (configuration not stated)
    -5	-0.49	1.6	93	105	10	-10	8	1.1	2
Cc1cc2ncn(CC(O)COC3CCCCC3)c2cc1C (configuration not stated)
    -6	·	1.3	89	97	0	0	12	1.1	10
O=C(O)c1ccc(NCCC2=CCCCC2)c([N+](=O)[O-])c1
    0	-0.97	1.1	92	92	-5	5	8	1	16
Cc1ccc(N(CC(O)Cn2c3ccccc3c3ccccc32)S(C)(=O)=O)cc1 (configuration not stated)
    -7	-1.2	0.49	101	99	-5	5	-1	1.1	5
CCCCn1nc2cc(C(=O)NCC34CC5CC(CC(C5)C3)C4)ccc2c1OCC
    -10	·	0.83	116	104	-16	16	-17	1.1	1
COc1ccc(S(=O)(=O)N2CCCN(CCC(=O)Nc3cccc(C(F)(F)F)c3)CC2)cc1
    -2	-2.5	0.81	94	96	0	0	6	1	9
O=C(CN1CCN(c2ccc(O)cc2)CC1)Nc1ccc(SC(F)F)cc1
    -2	-0.05	1.7	95	101	-7	7	5	1	0
Cc1ccc2c(c1)N/C(=C(\C=C(/Cl)[N+](=O)[O-])[N+](=O)[O-])N2
    18	-1.5	1.2	111	105	4	-4	-12	0.8	0
O=[N+]([O-])c1cccc(/C([O-])=C(/C(=S)Nc2ccccc2)[n+]2ccccc2)c1
    -3	0.04	2.6	96	113	-12	12	5	1	-13
COc1ccc(NC(=O)c2cccnc2NCCc2ccccc2)cc1
    -3	·	0.84	106	96	-14	14	-6	1	3

From PubChem BioAssay
